Assay outcomes (PubChem)
proCasp7 act: counter-screen for procaspase-3 activators: activators of human procaspase-7; recombinant procaspase-7, Ac-DEVD-pNA absorbance 405 nm; D23A/D198A/D206A triple mutant, cannot self-cleave; scale: DMSO 0, 5 µM enzyme 100; activation, % at 8.5 µM; 330,000 tested, 0.093% active;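 active = percent activation above the screen-wide mean plus 3 SD, cut at about 25% in these data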
Target sequence (P55210 whole entry D23A/D198A/D206A): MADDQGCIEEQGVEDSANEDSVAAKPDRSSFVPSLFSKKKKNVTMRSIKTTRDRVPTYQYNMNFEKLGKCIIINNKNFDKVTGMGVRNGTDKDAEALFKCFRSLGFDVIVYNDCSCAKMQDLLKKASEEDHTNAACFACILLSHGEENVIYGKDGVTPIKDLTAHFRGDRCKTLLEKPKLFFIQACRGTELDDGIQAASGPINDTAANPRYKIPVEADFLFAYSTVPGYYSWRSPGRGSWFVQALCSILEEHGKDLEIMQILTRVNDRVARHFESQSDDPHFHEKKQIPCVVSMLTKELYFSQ
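buffer or medium = Zinc-free HEPES/NaCl buffer, pH 7.4 | material = Procaspase-7 triple mutant (PC-7 D3A) | input = 2 µM procaspase-7 mutant as dispensed | signal = Epi-absorbance of released pNA at 405 nm, two timepoints | timing = 1 h preincubation, 2 h reaction | replicates = singlicate compound testing | evaluation = % activation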
proCasp3 act: activators of human procaspase-3; activation, % at 8.5 µM; recombinant procaspase-3 D3A, Ac-DEVD-pNA absorbance 405 nm; 330,000 tested, 0.11% active; P42574;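 active = activation above the mean of all tested compounds plus 3 SD, cut at about 21% in these data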;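 note: 0% = DMSO alone and 100% = DMSO wells spiked with extra 5 µM PC-3 D3A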
Target sequence (P42574 whole entry D9A/D28A/D175A): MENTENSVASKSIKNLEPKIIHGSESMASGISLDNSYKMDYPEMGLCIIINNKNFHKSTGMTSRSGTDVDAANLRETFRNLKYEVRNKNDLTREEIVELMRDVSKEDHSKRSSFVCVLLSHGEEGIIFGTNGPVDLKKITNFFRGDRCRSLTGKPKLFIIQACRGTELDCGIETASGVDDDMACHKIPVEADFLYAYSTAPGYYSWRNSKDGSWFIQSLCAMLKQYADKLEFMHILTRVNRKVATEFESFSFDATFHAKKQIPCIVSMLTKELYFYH
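Technique: 405 nm absorbance of p-nitroaniline, reads at 0 and 120 min; Test system: Procaspase-3 D3A mutant; Incubation: 1 h enzyme-compound preincubation, then 2 h substrate reaction, 25 °C; Repeats: singlicate, each compound tested once; Benchmarks: low control DMSO wells, high control DMSO plus 5 µM PC-3 D3A.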
Efflux pump inh: inhibitors of Candida antifungal efflux pumps expressed in yeast; inhibition, % at 10 µM; S. cerevisiae Candida pump triplex, Nile Red efflux; 330,000 tested, 0.44% active;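 active = plate passing quality check with inhibition over a set limit, or well fluorescence over plate mean plus 4 SD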;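 note: Nile Red retained in pooled yeast measured as flow cytometry median fluorescence; 0% = buffer negative control and 100% = Enniatin B positive control; higher means more Nile Red kept so more efflux inhibition; some compounds called inactive have numbers as strong as hits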
GASC-1 inh: human JMJD2C demethylase inhibition. 330,000 tested, 0.069% active. inhibition, % at 2.35 µM. GST-JMJD2C(1-420) H3K9me3 demethylation, DELFIA europium;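 active = more than half of a compound's replicate wells show inhibition beyond 50%, single wells judged on their own value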;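 note: signal counts dimethyl H3K9 product captured on neutravidin plate; 0% = median of DMSO wells and 100% = 0.3 times that DMSO median; strong numbers were not always called active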
Target sequence (Q9H3R0 1-420 limits assumed): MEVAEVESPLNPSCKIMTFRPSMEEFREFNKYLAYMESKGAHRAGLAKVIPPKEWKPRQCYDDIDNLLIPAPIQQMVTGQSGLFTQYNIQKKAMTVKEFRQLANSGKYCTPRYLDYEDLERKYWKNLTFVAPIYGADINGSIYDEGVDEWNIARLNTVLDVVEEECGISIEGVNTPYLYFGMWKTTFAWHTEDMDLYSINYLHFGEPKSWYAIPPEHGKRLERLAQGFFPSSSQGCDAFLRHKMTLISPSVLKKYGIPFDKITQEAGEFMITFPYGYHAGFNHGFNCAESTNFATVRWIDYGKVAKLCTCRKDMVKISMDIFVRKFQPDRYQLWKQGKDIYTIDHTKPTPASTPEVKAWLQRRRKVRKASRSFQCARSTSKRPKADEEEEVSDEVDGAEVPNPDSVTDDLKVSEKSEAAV
TPT1 inh: blocks Candida albicans tRNA 2'-phosphotransferase; recombinant caTPT1, FP RNA substrate dephosphorylation; inhibition, % at 5 µM; 300,000 tested, 0.81% active;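 active = inhibition above the mean of all tested compounds plus 3 SD, set per screening campaign, cut at about 24% in these data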;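 note: plate controls were DMSO alone for no effect and ferristatin control at 100 nM for full effect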
PP1 inh: blocks human PP1-alpha phosphatase, a PP5 counter-screen; P62136; purified PP1alpha, OMFP fluorescence; inhibition, % at 6.7 µM; 320,000 tested, 0.9% active; AID 2235;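 active = inhibition above the mean inhibition of all tested compounds plus 3 SD, computed separately for each screening campaign, cut at about 15% in these data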
HCV core dimer: blocks dimerization of HCV core protein. TR-FRET GST/Flag-core106 dimerization, 1536-well. inhibition, % at 5 µM. 300,000 tested, 0.33% active. AID 1899;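 active = inhibition above the mean of all tested compounds plus 3 SD, set per screening campaign, cut at about 45% in these data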
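System: GST/Flag-tagged HCV core106 proteins. Incubation: compound-protein-antibody incubation 4 h at 22.5 °C. Technique: HTRF with 340 nm excitation, 617/671 nm emission. Medium: KF-containing HEPES buffer, pH 7.45, DTT, CHAPS, BSA. Read-out: inhibition (%) from 671 over 617 nm ratio. Also added: Eu(K)-anti-GST 90 ng/mL plus XL665-anti-Flag 1 µg/mL.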
CTSL1 counter: blocks F. hepatica cathepsin L1 in PFM18AAP counter-screen; inhibition, % at 5.96 µM; recombinant F. hepatica cathepsin L1, Z-Leu-Arg-MCA fluorescence; 300,000 tested, 0.49% active;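 active = inhibition above the mean of all tested compounds plus 3 SD, set per screening campaign, cut at about 17% in these data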;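 note: 0% = plate median of test compound wells and 100% = 1 µM Z-Phe-Ala-diazomethylketone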
PP5 inh: inhibitors of human protein phosphatase 5 (PP5); P53041; purified PP5c, OMFP substrate fluorescence; inhibition, % at 6.7 µM; 320,000 tested, 0.18% active; AID 1987;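 active = inhibition above the campaign's mean inhibition across all tested compounds plus 3 SD, cut at about 9.5% in these data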;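 note: 0% = DMSO only and 100% = 100 µM cantharidin control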
* = called active by the depositor.

`O=S(=O)(c1cccc2c(S(=O)(=O)N3CCCC3)cccc12)N1CCCC1` gave proCasp7 act 7, proCasp3 act 5, Efflux pump inh 0.0, GASC-1 inh 1, TPT1 inh 1, PP1 inh -1, HCV core dimer 3, CTSL1 counter -1 and PP5 inh -1.2.
`O=[N+]([O-])c1c(NCCO)cc(Sc2nc3ccccc3s2)c2nonc12` gave proCasp7 act -41, proCasp3 act -18, Efflux pump inh -0.1, GASC-1 inh 1, TPT1 inh 0, PP1 inh 3, HCV core dimer -4, CTSL1 counter 5 and PP5 inh 0.3.
COc1ccc(-c2ncncc2-c2ccccc2)c(O)c1 was read as proCasp7 act 0, proCasp3 act 1, Efflux pump inh -0.1, GASC-1 inh -19, TPT1 inh -1, PP1 inh -5, HCV core dimer 6, CTSL1 counter 0 and PP5 inh 0.3.
For Fc1cccc(Cl)c1CSC1=NCCS1 the results were proCasp7 act -5, proCasp3 act -9, Efflux pump inh 0.1, GASC-1 inh -2, TPT1 inh -3, PP1 inh 0, HCV core dimer -2, CTSL1 counter 1 and PP5 inh -0.5.
`CCN(CC(=O)Nc1c(F)cccc1F)C(=O)c1ccc(C(=O)c2ccccc2)cc1` gave proCasp7 act 7, proCasp3 act 0, Efflux pump inh 0.2, GASC-1 inh -12, TPT1 inh 2, PP1 inh -2, HCV core dimer 4, CTSL1 counter 6 and PP5 inh 1.2.
Cc1c(Cl)cccc1NC(=O)CSCc1cc(=O)[nH][nH]1 was read as proCasp7 act -23, proCasp3 act -9, Efflux pump inh -0.1, GASC-1 inh 6, TPT1 inh -3, PP1 inh 3, HCV core dimer -4, CTSL1 counter -2 and PP5 inh 3.9.
Screening CC(C)CNC(=O)c1cccc(C(=O)NCC(C)C)c1 returned proCasp7 act -2, proCasp3 act 6, Efflux pump inh -0.2, GASC-1 inh -40, TPT1 inh 3, PP1 inh -2, HCV core dimer -2, CTSL1 counter -2 and PP5 inh 1.5.
For O=C(c1cc([N+](=O)[O-])ccc1Cl)N1CCc2ccccc21 the results were proCasp7 act 7, proCasp3 act -2, Efflux pump inh -0.1, GASC-1 inh 5, TPT1 inh -2, PP1 inh 2, HCV core dimer -5, CTSL1 counter 2 and PP5 inh 4.3.
C=C(Cl)COc1ccc2c(CC)cc(=O)oc2c1 was read as proCasp7 act 5, proCasp3 act -6, Efflux pump inh 0.1, GASC-1 inh 3, TPT1 inh -1, PP1 inh 1, HCV core dimer 3, CTSL1 counter 1 and PP5 inh 4.1.
`COc1ccc(C(=O)NCc2cc(C)nc3ccccc23)cc1OC` gave proCasp7 act 0, proCasp3 act 4, Efflux pump inh -0.1, GASC-1 inh -15, TPT1 inh 6, PP1 inh -6, HCV core dimer -286, CTSL1 counter -5 and PP5 inh -0.3.
For N#Cc1c(F)cccc1N1CCOCC1 the results were proCasp7 act 2, proCasp3 act 1, Efflux pump inh 0.0, GASC-1 inh 7, TPT1 inh 0, PP1 inh -7, HCV core dimer 2, CTSL1 counter -2 and PP5 inh -2.4.
Cc1ccc(NC(=O)/C(CN(C)C)=N\O)cc1 was read as proCasp7 act 0, proCasp3 act -7, Efflux pump inh 0.0, GASC-1 inh 23, TPT1 inh -4, PP1 inh -4, HCV core dimer 2, CTSL1 counter 1 and PP5 inh 0.1.
CC1Cn2c(nnc2-c2cccc(Cl)c2)S1 (configuration not stated) was read as proCasp7 act 10, proCasp3 act 5, Efflux pump inh 0.0, GASC-1 inh -8, TPT1 inh 3, PP1 inh -1, HCV core dimer 2, CTSL1 counter 1 and PP5 inh -0.1.
For COc1ccc(NC(=O)CCc2nnc3ccc(N4CCC(C)CC4)nn23)cc1OC the results were proCasp7 act -12, proCasp3 act -7, Efflux pump inh 0.0, GASC-1 inh -2, TPT1 inh 0, PP1 inh -1, HCV core dimer 1, CTSL1 counter -2 and PP5 inh 0.7.
`CCN(CC)c1ncn(Cc2c(Cl)cccc2Cl)c2ncnc1-2` gave proCasp7 act 10, proCasp3 act -2, Efflux pump inh -0.1, GASC-1 inh 7, TPT1 inh 0, PP1 inh 0, HCV core dimer -1, CTSL1 counter 3 and PP5 inh 2.0.
`CCCSc1nsc(NC(=O)c2cccnc2OCC)n1` gave proCasp7 act 1, proCasp3 act 10, Efflux pump inh 0.0, GASC-1 inh 3, TPT1 inh 2, PP1 inh 4, HCV core dimer -4, CTSL1 counter -4 and PP5 inh 1.6.
Screening O=C(NNS(=O)(=O)c1ccc(F)cc1)c1cnn(-c2ccccc2)c1C(F)(F)F returned proCasp7 act 4, proCasp3 act 1, Efflux pump inh -0.1, GASC-1 inh -4, TPT1 inh 0, PP1 inh -2, HCV core dimer -1, CTSL1 counter -3 and PP5 inh -1.4.
Screening O=C(O)CCC(=O)c1ccc2c(c1)OCCO2 returned proCasp7 act 6, proCasp3 act 4, Efflux pump inh 0.1, GASC-1 inh 157, TPT1 inh -2, PP1 inh 0, HCV core dimer -6, CTSL1 counter 1 and PP5 inh 1.2.
C1=CC2C3C=CC(C3)C2C1 (configuration not stated) was read as proCasp7 act 7, proCasp3 act 3, Efflux pump inh 0.2, GASC-1 inh 2, PP1 inh -7 and PP5 inh 1.9.
CCOc1cc(C2C(C(=O)OC)=CN(Cc3ccc(Cl)cc3)C=C2C(=O)OC)ccc1O was read as proCasp7 act 56*, proCasp3 act 27*, Efflux pump inh 0.0, GASC-1 inh -4, TPT1 inh -1, PP1 inh 2, HCV core dimer 6, CTSL1 counter -1 and PP5 inh 4.3.
Screening CCCC(C)NC(=O)c1ccc(F)cc1 (configuration not stated) returned proCasp7 act 12, proCasp3 act -3, Efflux pump inh 0.1, GASC-1 inh 0, TPT1 inh -1, PP1 inh -6, HCV core dimer -3, CTSL1 counter 7 and PP5 inh -0.4.
`O=S(=O)(c1ccc2c(c1)OCCO2)N1CCN(Cc2ccccc2)CC1` gave proCasp7 act 11, proCasp3 act -2, Efflux pump inh -0.1, GASC-1 inh 4, TPT1 inh -1, PP1 inh -4, HCV core dimer 4, CTSL1 counter 0 and PP5 inh 4.0.
Screening O=S(=O)(Nc1ccccn1)c1ccc(C2CCCCC2)cc1 returned proCasp7 act 2, proCasp3 act 4, Efflux pump inh 0.0, GASC-1 inh 9, TPT1 inh -7, PP1 inh -2, HCV core dimer -3, CTSL1 counter 4 and PP5 inh 0.1.
For Cc1ccc(NC(=O)Nc2ccc([N+](=O)[O-])cc2)nc1 the results were proCasp7 act 0, proCasp3 act -3, Efflux pump inh 0.0, GASC-1 inh -37, TPT1 inh 2, PP1 inh -1, HCV core dimer 6, CTSL1 counter -1 and PP5 inh -2.0.
CSCC[C@H](NC(=O)[C@@H]1CSC2c3ccccc3C(=O)N21)C(=O)NCc1ccco1 (some centres not stated) was read as proCasp7 act -16, proCasp3 act 9, Efflux pump inh -0.2, GASC-1 inh -1, TPT1 inh -4, PP1 inh 8, HCV core dimer -5, CTSL1 counter 0 and PP5 inh 1.4.
COc1ccc(CCN(C)C(=O)c2ccc(S(=O)(=O)Nc3ccccc3F)cc2)cc1OC was read as proCasp7 act 11, proCasp3 act 2, Efflux pump inh 0.7, GASC-1 inh -1, TPT1 inh 0, PP1 inh -1, HCV core dimer 4, CTSL1 counter -3 and PP5 inh 5.9.
`O=C(c1cc(-c2ccc(Cl)cc2)n(-c2cc(Cl)ccc2Cl)n1)N1CCOCC1` gave proCasp7 act 10, proCasp3 act 6, Efflux pump inh -0.1, GASC-1 inh 7, TPT1 inh -2, PP1 inh -1, HCV core dimer 6, CTSL1 counter 1 and PP5 inh 2.2.
`Cc1ccc(CN2CCN(CC(=O)N/N=C/c3c[nH]c4ccccc34)CC2)cc1` gave proCasp7 act -3, proCasp3 act 13, Efflux pump inh 0.0, GASC-1 inh -5, TPT1 inh 1, PP1 inh -2, HCV core dimer -10, CTSL1 counter 1 and PP5 inh 2.2.
`Cc1ccccc1NC(=O)COC(=O)[C@@H]1CCCN1C(=O)c1cccs1` gave proCasp7 act 2, proCasp3 act -2, Efflux pump inh 0.0 and GASC-1 inh -14.
Screening Oc1c(C(c2cccs2)N2CCOCC2)sc2ncnn12 (configuration not stated) returned proCasp7 act 2, proCasp3 act 8, Efflux pump inh -0.1, GASC-1 inh 11, TPT1 inh -4, PP1 inh 2, HCV core dimer -14, CTSL1 counter 2 and PP5 inh 2.4.

Molecules listed so far containing a thiophene ring, fused or not, in the order listed:
`Cc1ccccc1NC(=O)COC(=O)[C@@H]1CCCN1C(=O)c1cccs1` gave proCasp7 act 2, proCasp3 act -2, Efflux pump inh 0.0 and GASC-1 inh -14.
Screening Oc1c(C(c2cccs2)N2CCOCC2)sc2ncnn12 (configuration not stated) returned proCasp7 act 2, proCasp3 act 8, Efflux pump inh -0.1, GASC-1 inh 11, TPT1 inh -4, PP1 inh 2, HCV core dimer -14, CTSL1 counter 2 and PP5 inh 2.4.

Next entries follow:
For CCSc1ccc(C(=O)Nc2ccc(Br)cn2)cc1[N+](=O)[O-] the results were proCasp7 act 2, proCasp3 act 8, Efflux pump inh 0.0, GASC-1 inh -6, TPT1 inh 2, PP1 inh 0, HCV core dimer 2, CTSL1 counter 1 and PP5 inh 1.5.
COc1ccccc1N1CCN(C(=O)c2n[nH]c3ccccc23)CC1 was read as proCasp7 act 1, proCasp3 act -1, Efflux pump inh -0.1, GASC-1 inh 2, TPT1 inh -1, PP1 inh -3, HCV core dimer 0, CTSL1 counter 3 and PP5 inh 1.7.
C=CCOc1c(Br)cc(CNc2ccc(NC(=O)CCC)cc2)cc1OCC was read as proCasp7 act -4, proCasp3 act -7, Efflux pump inh -0.1, GASC-1 inh -7, TPT1 inh -2, PP1 inh 5, HCV core dimer 1, CTSL1 counter 0 and PP5 inh 4.7.
`COc1ccc2c(c1)C=C(CN1CCN(C3CCCC3)C(CCO)C1)CO2` (configuration not stated) gave proCasp7 act -1, proCasp3 act 0, Efflux pump inh 0.2, GASC-1 inh -28, TPT1 inh 3, PP1 inh -1, HCV core dimer -2, CTSL1 counter -16 and PP5 inh 0.9.
For CCOc1c2ccc(C(=O)NCc3cc(C(F)(F)F)cc(C(F)(F)F)c3)cc2nn1CCOC the results were proCasp7 act 0, proCasp3 act -1, Efflux pump inh -0.1, GASC-1 inh -4, TPT1 inh 4, PP1 inh 4, HCV core dimer 0, CTSL1 counter 7 and PP5 inh 1.4.
COc1ccc2cc(C(=O)NCCO)sc(=O)c2c1OC was read as proCasp7 act 3, proCasp3 act -6, Efflux pump inh 0.1, GASC-1 inh -3, TPT1 inh 1, PP1 inh 0, HCV core dimer -1, CTSL1 counter 0 and PP5 inh 0.4.
Screening Brc1c(-c2ccccc2)nc2n1Cc1ccccc1-2 returned proCasp7 act 8, proCasp3 act 1, Efflux pump inh 0.1, GASC-1 inh 4, TPT1 inh -1, PP1 inh -1, HCV core dimer 4, CTSL1 counter 4 and PP5 inh 5.6.

Hits appear at their usual frequency; 2.9% or so of the library scored in one or more.
